# High-throughput results deposited in PubChem BioAssay by National Center for Advancing Translational Sciences (NCATS).
# Coupling enz – qHTS Assay for Inhibitors of Fructose-1,6-bisphosphate Aldolase from Giardia Lamblia: Coupling assay counterscreen; activity change, negative = inhibition, % at 58.2 µM, hits read low; coupling enzyme system counterscreen, AmpLite Red fluorescence; hit rate 0.67% among 290,000; in the data active = activity change below about -30%; note: % is set by controls: 0 for no effect and ±100 for the full control effect
#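 Compounds tested against the coupling enzymes alone at 57.5 uM final; readout was AmpLite Red fluorescence (525/598 nm) after 20 min at RT.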
# hERG WT inh – qHTS for Inhibitors of KCHN2 3.1: Wildtype qHTS; Voltage-gated inwardly rectifying potassium channel KCNH2 (Homo sapiens), Q12809; U2OS, BacMam KCNH2, thallium flux FluxOr; hits give low values; activity change, % at 1.84 µM; hit rate 0.37% among 340,000; AID 720551, 2013;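 active = maximum activity change below -70%; inconclusive = maximum activity change between -70% and -50%; inactive = maximum activity change above -50%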; note: % is set by controls: 0 for no effect and ±100 for the full control effect
# Target sequence (Q12809 whole entry, looked up): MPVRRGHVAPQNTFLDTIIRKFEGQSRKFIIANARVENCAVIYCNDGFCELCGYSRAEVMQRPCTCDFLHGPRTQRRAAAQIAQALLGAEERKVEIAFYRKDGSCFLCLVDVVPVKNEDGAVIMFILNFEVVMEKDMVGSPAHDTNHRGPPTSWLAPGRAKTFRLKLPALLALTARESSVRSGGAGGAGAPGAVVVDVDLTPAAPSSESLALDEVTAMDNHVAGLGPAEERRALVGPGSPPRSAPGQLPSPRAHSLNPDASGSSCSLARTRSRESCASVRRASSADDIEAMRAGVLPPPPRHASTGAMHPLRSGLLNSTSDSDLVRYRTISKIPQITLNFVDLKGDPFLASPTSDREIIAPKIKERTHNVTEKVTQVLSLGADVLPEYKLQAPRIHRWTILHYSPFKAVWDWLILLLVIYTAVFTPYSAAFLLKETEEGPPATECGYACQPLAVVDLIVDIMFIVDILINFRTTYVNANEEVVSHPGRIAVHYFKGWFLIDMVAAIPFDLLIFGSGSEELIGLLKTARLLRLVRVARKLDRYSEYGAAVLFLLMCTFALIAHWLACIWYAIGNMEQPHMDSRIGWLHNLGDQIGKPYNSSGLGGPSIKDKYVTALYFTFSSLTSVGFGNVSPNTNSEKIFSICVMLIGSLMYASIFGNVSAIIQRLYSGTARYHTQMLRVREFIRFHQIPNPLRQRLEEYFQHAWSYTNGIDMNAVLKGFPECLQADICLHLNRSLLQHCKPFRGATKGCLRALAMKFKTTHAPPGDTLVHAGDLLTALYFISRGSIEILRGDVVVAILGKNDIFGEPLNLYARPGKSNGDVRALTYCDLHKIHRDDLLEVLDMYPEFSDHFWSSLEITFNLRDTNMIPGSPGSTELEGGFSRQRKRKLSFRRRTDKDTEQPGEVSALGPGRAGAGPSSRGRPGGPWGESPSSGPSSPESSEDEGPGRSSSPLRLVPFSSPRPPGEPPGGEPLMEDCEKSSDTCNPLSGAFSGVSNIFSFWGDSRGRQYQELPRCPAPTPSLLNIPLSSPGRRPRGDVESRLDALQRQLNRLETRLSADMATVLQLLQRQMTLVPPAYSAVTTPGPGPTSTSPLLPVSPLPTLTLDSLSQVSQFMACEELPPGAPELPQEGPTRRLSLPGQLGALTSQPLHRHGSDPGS
#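 U2OS cells were transduced with wild-type KCNH2 virus (2.03 x 10^8 / mL) for 4 h at room temperature, then cultured overnight at 37 C. Thallium flux was read with FluxOr dye. Rate constants were normalized to DMSO controls.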
# TCR activator – Activators of T cell receptors: qHTS campaign; 330,000 tested, under 10 active; Potency, µM (titrated, usually from 9.22 µM), without a hit: at the top dose activation of IL-2 secretion, usual class: activators; primary human leukocytes, anti-CD3, IL-2 HTRF, 48 h; note: % of control where 0% means no effect
#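 IL-2 release read by HTRF sandwich (Eu cryptate donor, d2 acceptor, 665 nm emission) after 48 hr exposure of primary human leukocytes to compound together with anti-CD3 beads in the absence of co-stimulatory signals.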
# Giardia kill – Small Molecules that selectively kill Giardia lamblia: qHTS | Giardia lamblia trophozoite viability | activity change, % at 7.66 µM, hits read low | hit rate 0.15% among 340,000; in the data active = activity change below about -80%; inconclusive = between about -30% and that limit;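 note: parasites exposed to compound for two days anaerobically before the ATP read; % is set by controls: 0 for no effect and ±100 for the full control effect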
#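 Giardia trophozoites, 100 cells per well, were exposed to compounds for 48 hrs at 37 deg C under anaerobic conditions; viability was then read as ATP content by bioluminescence after 15-30 min at room temperature.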
# Tb PFK block – qHTS Assay to Find Inhibitors of T. brucei phosphofructokinase | ATP-dependent 6-phosphofructokinase (Trypanosoma brucei brucei), O15648 | T. brucei PFK, ADP-Glo luminescence | Potency, µM (series often up to 57.5 µM), without a hit: at the top dose activity, negative = inhibition, most hits filed as inhibitors | hit rate 0.17% among 330,000;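 note: potency is the fitted concentration of half-maximal effect; 0% = uninhibited 1x PFK enzyme wells and -100% = no-enzyme wells; nearly all actives have a fitted effect of over 60% in size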
#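 1.25 nM PFK with 0.5 mM F6P and 0.1 mM ATP in 0.1 M TEA pH 8.0, 5 mM MgCl2, incubated 45 min at room temperature; ADP measured by ADP-Glo luminescence; compounds titrated up to 57 uM.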
# CXXC DNA block – qHTS Fluorescence Polarization Assay for Inhibitors of MLL CXXC domain - DNA interaction | Histone-lysine N-methyltransferase 2A (Homo sapiens), Q03164 | MLL-CXXC / FITC-HOXA9 DNA fluorescence polarization | Potency, µM (titrated, usually from 115 µM), for inactives: at the highest dose activity change, negative = inhibition, usual class: inhibitors | hit rate 0.037% among 290,000; active = well fitted inhibition curve with a large enough effect in the polarisation, with a control signal flat, not every such curve was filed as active; inconclusive = small, poorly fitted or top-dose-only effect, or effect the other way, or a change in a side signal; inactive = no such curve, though single readings can be large or run the other way; the % refers to the polarisation; note: potency is the fitted concentration of half-maximal effect
#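 Purified MLL-CXXC (added from a 7 uM solution) was preincubated 5 min at ambient with pinned compounds in 50 mM Tris-HCl pH 7.5, 50 mM NaCl, 1 mM DTT, 0.05% BSA. Fluorescein-labeled HOX-A9 DNA (50 nM solution) followed, 30 min, then polarization read.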
# GALK inh – qHTS Assay for Inhibitors of Human Galactokinase (GALK) | Purified GALK, Kinase-Glo residual ATP luminescence | AID 1868, 2009 | hit rate 0.007% among 270,000 | Potency, µM (doses to about 57.5 µM), for inactives: at the highest dose activity change, negative = inhibition, usual class: inhibitors; note: potency is the fitted concentration of half-maximal effect; % is set by controls: 0 for no effect and ±100 for the full control effect
#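 5 nM enzyme, 35 uM ATP, 100 uM galactose, 20 mM HEPES pH8.0, 5 mM MgCl2; 1 h RT; residual ATP by Kinase-Glo Plus luminescence, qHTS format.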
# Chronic BCR inh – qHTS Assay to Find Inhibitors of Chronic Active B-Cell Receptor Signaling | Potency, µM (top dose mostly 46.1 µM), for inactives: at the top dose ratio change, negative = lower green/red ratio, hits mostly inhibitors | hit rate 0.05% among 340,000 | AID 493014, 2011 | ABC-DLBCL IkBa-CBG/CBR reporter, luminescence ratio, 4 h; active = well fitted inhibition curve with a large enough effect in the signal ratio, with a control signal flat, not every such curve was filed as active; inconclusive = small, poorly fitted or top-dose-only effect, or effect the other way, or a change in a side signal; the % refers to the signal ratio;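 note: potency is the fitted concentration of half-maximal effect; plate controls were basal doxycycline-induced cells for no effect and cells given 10 µM MG132 for full effect; MG132 reads +100%, hits lower the ratio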
#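 TMD8 ABC-DLBCL cells carrying doxycycline-inducible green luciferase fused to IkappaBalpha plus unfused red luciferase were exposed to compounds (up to 46 uM) for 4 hrs at 37C. Activity came from the overlap-corrected green/red luminescence ratio.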
# A-T KAP1 phos – qHTS Assay for Identifying a Potential Treatment of Ataxia-Telangiectasia; […] A-T fibroblasts, KAP-1 phosphorylation AlphaLISA; neocarzinostatin DNA damage 30 min before lysis; Potency, µM (highest dose often 57.5 µM), without a hit: at the highest dose activation, most hits filed as activators; hit rate 0.19% among 320,000; AID 485349, 2010; note: potency is the fitted concentration of half-maximal effect; % of control where 0% means no effect; nearly all actives have a fitted effect of over 45% in size
#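 ATM-like activity read as KAP-1 phosphorylation via AlphaLISA donor/acceptor antibody pairs after lysis and 6 hr at 25C. Cells were ATM-null patient fibroblasts ([…], hTERT), dosed 60 min, then exposed to the DSB inducer NCS for 30 min.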
# TSHR antag – Antagonists of the Thyroid Stimulating Hormone Receptor: HTS campaign. Thyrotropin receptor (Homo sapiens), P16473. TSHR-expressing cells, TSH-stimulated cAMP HTRF, 2 h; hits give low values. activity change, negative = inhibition, % at 11.5 µM. hit rate 0.2% among 330,000;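 active = activity change below a set negative limit, meaning inhibition stronger than a set level, cut at about -70% in these data; inconclusive = activity change between two set negative limits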; note: % is set by controls: 0 for no effect and ±100 for the full control effect
#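 TSHR-expressing cells, 200/well, pre-treated with compound, then stimulated with EC80 TSH (4nM final) for 2 hours at 37 deg C. cAMP measured by competitive HTRF: anti-cAMP cryptate antibody in lysis buffer plus cAMP-d2, read after 30 minutes at room temperature.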
# Active calls of the source: *; ? = inconclusive; . = not tested or not shown; & = joins results of further samples; [ ] = remark or other dose. Unless noted, calls come from the whole dose curve; as a rule, active = well fitted curve in the direction sought with a large enough effect; inconclusive = small, poorly fitted or top-dose-only effect, or another doubt; inactive = no such curve, though single readings can be large; an effect the other way counts as inactive or inconclusive.
mol,Coupling enz,hERG WT inh,TCR activator,Giardia kill,Tb PFK block,CXXC DNA block,GALK inh,Chronic BCR inh,A-T KAP1 phos,TSHR antag
CCOC(=O)N1CCN(CC(=O)c2c(C)[nH]c3ccccc23)CC1,0,0,-2%,-13,-4%,31%[activator],-2%,0%,-8%,3
CCOc1ccc(C(=O)C2CCN(C(=O)c3ccc([N+](=O)[O-])cc3)CC2)cc1,2,-35,.,-14,-4%,0%,4%,4%,-16%,-35
CCCS(=O)(=O)c1cnc(C2COc3ccccc3O2)nc1N (stereo not given),1,-5,2%,-25,-15%,27%,20%,?,15%,-19
COc1ccc(S(=O)(=O)N2CCOCC2)cc1NC(=O)CSc1n[nH]c(C(C)C)n1,0,8,-4%,41[activator],-11%,-5%,7%,1%,-4%,14
Cn1c(NC(=O)c2ccc(C(C)(C)C)cc2)cc(=O)n(C)c1=O,2,14,-5%,-26,-2%,-2%,1%,-5%,-4%,6
CCC(C(=O)OCC(=O)c1ccc2c(c1)NC(=O)CO2)c1ccccc1 (stereo not given),-2,-8,9%,-7,-6%,-1%,-1%,5%,7%,-10
CCOC(=O)C1CCCN(C(=O)c2sc3nc4n(c(=O)c3c2C)CCC4)C1 (stereo not given),.,-16,11%,13,3%,.,.,?,4%,-4
CCCCNC(=O)NS(=O)(=O)c1ccc(C(=O)OC(C)C)o1,8,-4,-3%,10,-1%,5%,-1%,-3%,-6%,0
COC(=O)c1ccc(COc2ccc(Cl)cc2)o1,-1,-13,-2%,1,-5%,-2%,1%,?,5%,-9
Cc1cc2cc(CNC(=O)Cc3cccs3)ccc2n1C,-1,-6,-5%,4,2%,-2%,-1%,?,3%,2
OC[C@H]1O[C@@H](n2cnc3c(Nc4ccccc4)ncnc32)[C@H](O)[C@@H]1O,1,1,1%,3,-1%,-1%,0%,?,20%,-12&20
CC(Oc1ccc(Br)cc1)C(=O)Nc1ccncc1 (stereo not given),3,0,5%,16,-1%,15%,9%,-1%,3%,-3
O=C(OCc1cc2ccccc2[nH]c1=O)c1cccnc1,-1,-4,1%,1,0%,3%,6%,-2%,9%,12
COC(=O)[C@@]1(Cc2ccc(OC)cc2)[C@H]2c3cc(C(=O)N(C)C)n(CCSCCO)c3C[C@H]2CN1C(=O)c1ccccc1,5&1,-1,4%,-3,3%,-3%,.,?,.,23
COc1cc(/C=N/NC(=O)c2sc3nc(C)cc(C)c3c2N)ccc1O,2,-2,-3%,-19,0%,-2%,3%,?,-21%,-5

# The closing 2 compounds of the part before come first, to join the parts.
mol,Coupling enz,hERG WT inh,TCR activator,Giardia kill,Tb PFK block,CXXC DNA block,GALK inh,Chronic BCR inh,A-T KAP1 phos,TSHR antag
COC(=O)[C@@]1(Cc2ccc(OC)cc2)[C@H]2c3cc(C(=O)N(C)C)n(CCSCCO)c3C[C@H]2CN1C(=O)c1ccccc1,5&1,-1,4%,-3,3%,-3%,.,?,.,23
COc1cc(/C=N/NC(=O)c2sc3nc(C)cc(C)c3c2N)ccc1O,2,-2,-3%,-19,0%,-2%,3%,?,-21%,-5
CC(=O)c1ccc(N2CCN(C(=O)c3ccc4c(Cl)c5c(nc4c3)CCCC5)CC2)cc1,0,.,.,.,1%,0%,0%,-3%,7%,11
COc1ccc(N(C)C(=O)CN(C)S(=O)(=O)c2ccc3c(c2)c(=O)n(C)c(=O)n3C)c(OC)c1,0,4,6%,14,-1%,1%,7%,-6%,6%,-6
Cc1cc(C(=O)N(C)CC(=O)Nc2cccc(F)c2)no1,.,1,4%,-21,5%,.,.,-7%,17%,15
Cc1c(NS(=O)(=O)c2ccc(N3CCN(C)CC3)c([N+](=O)[O-])c2)c(=O)n(-c2ccccc2)n1C,0,18,2%,7,3%,2%,-2%,0%,0%,2
CCCC(=O)OCC(=O)Nc1ccc(N=Nc2ccccc2)cc1,0,-21,-2%[46.1 µM],-1,1%,0%,-2%,?,4%,1
Fc1ccc(-n2cc(-c3ccccc3)c3c(N4CCOCC4)ncnc32)cc1,5,-5,-1%,-6,0%,5%,6%,10%,5%,-16
COc1ccc(NC(=O)Cn2nnc(-c3ccccc3NC(=O)C3CC3)n2)cc1,2,3,-2%,-1,-1%,3%,0%,-6%,1%,-7
O=C(CCCOc1ccccc1)Nc1ccncc1,3,-20,-17%,6,6%,0%,-4%,-12%,-5%,3
Cn1c(=O)oc2cc(S(=O)(=O)NC3CCCc4ccccc43)ccc21 (stereo not given),5,-9,11%,-10,-3%,1%,2%,?,4%,-2
Cc1nc(C(=O)NC2CC2)sc1C1(C)CC(c2cccc([N+](=O)[O-])c2)=NO1 (stereo not given),0,.,-6%,14,-6%,7%,6%,?,-5%,0
Cc1ccc(CCNC(=O)C2CC(=O)N(CCc3ccccc3)C2)cc1 (stereo not given),1,-2,-4%,0,-3%,-1%,6%,1%&-7%,8%,7
c1ccc(-c2cc3c(N4CCCC4)ncnc3s2)cc1,-1,-3,-3%,12,1%,5%,10%,0%,-5%,-1
COc1cc(CCC(=O)NNC(=O)c2ccc(C)cc2)cc(OC)c1OC,0,-2,2%,10,-7%,-2%,1%,-3%,2%,-8
O=C(Nc1cccc(NC(=O)c2ccco2)c1)c1cccc(Br)c1,-1,-8,-5%,-8,0%,6%,-1%,?,3%,-15
CS(=O)c1ccccc1-c1nc(-c2cccc(Cl)c2)no1 (stereo not given),2,-4,-3%,4,2%,6%,1%,5%,-2%,12
O=C(CSCc1ccc(Cl)cc1Cl)Nc1nccs1,-2,.,3%,6,-4%,8%,.,?,8%,-3
Cc1snc(SCC(=O)c2ccc(F)cc2)c1C#N,1,0,-3%,13,-1%,2%,-2%,-8%,2%,3
CC(Cl)C(=O)Nc1cc(C(C)(C)C)nn1-c1ccccc1 (stereo not given),-1,-3,-6%,1,-1%,7%,12%,-1%,-3%,-10
NC(=O)c1ccsc1NC(=O)C1CCN(S(=O)(=O)c2cccs2)CC1,.,-4,-3%,-8,-9%,.,.,3%,0%,-4
O=C1C=C(NCCN2CCOCC2)CC(c2ccccc2)C1 (stereo not given),.,2,1%,-5,1%,-3%,-4%,0%,2%,12
Cn1cc(-c2ccccc2C(=O)O)c(=O)c2cc(Cl)ccc21,5,30,1%,9,-2%,?,6%,0%,13%,0
CCN(CC(=O)Nc1ccc(NC(C)=O)cc1)C(=O)CCCc1nc2ccccc2s1,.,4,6%,11,0%,.,.,?,1%,4
Cc1cc(NS(=O)(=O)c2ccccc2)c([N+](=O)[O-])cc1C,9,-3,1%[46.1 µM],-24,2%,16%,2%,1%,-4%,7
C[C@H]1CN([C@@H](C)CO)C(=O)c2cc(NC(=O)C3CCCCC3)ccc2O[C@H]1CN(C)C(=O)Nc1ccc2c(c1)OCO2,.,-7,3%,-3,3%,.,.,?,0%,-1
O=C(O)c1cccnc1SCc1cccc(Cl)c1,-3,6,4%,-9,-1%,-10%,-6%,?,4%,-10
COC(=O)c1ccc(C23CC4(C2)[C@H](CN(Cc2ccc(-c5ccccc5)cc2)[C@@H]4c2ccccc2)C3c2ccc(Cl)nc2)cc1 (stereo not given in full),1&3,6,2%,17,-4%,16%,-1%,?,-13%,28
COC(=O)c1c(NC(=O)CN2C(=O)NC3(CCc4ccccc4C3)C2=O)sc2c1CCCCC2 (stereo not given),1,-5,-1%,-5,-2%,10%,.,2%,7%,-8
CCOC(=O)C(C)Sc1ncnc2c1nnn2-c1ccc(F)cc1 (stereo not given),1,-3,-2%,-14,4%,14%,1%,?,-3%,-18
CC1(C(=O)NCc2ccccn2)C=CCN1C(=O)c1ccccc1 (stereo not given),3&2,3,-2%,1,-3%,-4%,.,-1%,-7%,6
Cc1cccc(NC(=O)NCCN2CCN(c3ccccc3)CC2)c1C,1,-30,-11%,6,-6%,6%,3%,1%,-16%,4
Cc1cccc(N(C(=O)Cn2nnc3ccccc32)C(C(=O)NC(C)(C)C)c2ccsc2)c1 (stereo not given),-13,3,2%,12,-1%,1%,-3%,2%,-1%,-4
CC(C)(C(=O)Nc1nccs1)c1ccccc1,-5,-6,-3%,-8,-6%,-6%,10%,?,4%,18
